BoNT-F LC inh – BoNT/F light chain protease inhibitors, primary screen, biochemical, flow cytometry, MLPCN library | Multiplex microsphere protease cleavage assay | inhibition, % at 10 µM | actives 0.22% (n = 360,000) | AID 588497, 2011; in the data active = inhibition above about 35%, passing the limit was not always enough; inconclusive = no clear call, values can overlap the other calls; note: plate controls were buffer without enzyme for full effect and enzyme alone for no effect
BoNT A protease – BoNT/A light chain protease inhibitors, primary screen, biochemical, flow cytometry, MLPCN library | Botulinum neurotoxin type A light chain protease (Clostridium botulinum A str. ATCC 3502) | multiplex microsphere protease substrate cleavage | actives 0.17% (n = 360,000) | inhibition, % at 10 µM | AID 588499, 2011; note: plate controls were buffer without enzyme for full effect and enzyme alone for no effect
PfHsp40 yeast – rescue of yeast from PfHsp40 toxicity, primary screen, S. cerevisiae, ATP luminescence | AID 504582, 2011 | growth rescue, % at 12.5 µM | S. cerevisiae expressing PfHsp40, growth rescue | actives 0.68% (n = 340,000); in the data active = growth rescue above about 28%, passing the limit was not always enough; inconclusive = no clear call, values can overlap the other calls;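 note: yeast W303a lacking pdr1 and pdr3 grown in galactose medium; growth measured after three days at 30 °C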
Anthrax LF inh2 – Bacillus anthracis LF protease inhibitors, primary screen, biochemical, multiplex microsphere, MLPCN library; inhibition, % at 10 µM; Lethal factor (Bacillus anthracis), P15917; actives 0.12% (n = 360,000); AID 588501, 2011; multiplex microsphere protease cleavage assay; note: plate controls were buffer without enzyme for full effect and enzyme alone for no effect
Target sequence (P15917 whole entry, looked up): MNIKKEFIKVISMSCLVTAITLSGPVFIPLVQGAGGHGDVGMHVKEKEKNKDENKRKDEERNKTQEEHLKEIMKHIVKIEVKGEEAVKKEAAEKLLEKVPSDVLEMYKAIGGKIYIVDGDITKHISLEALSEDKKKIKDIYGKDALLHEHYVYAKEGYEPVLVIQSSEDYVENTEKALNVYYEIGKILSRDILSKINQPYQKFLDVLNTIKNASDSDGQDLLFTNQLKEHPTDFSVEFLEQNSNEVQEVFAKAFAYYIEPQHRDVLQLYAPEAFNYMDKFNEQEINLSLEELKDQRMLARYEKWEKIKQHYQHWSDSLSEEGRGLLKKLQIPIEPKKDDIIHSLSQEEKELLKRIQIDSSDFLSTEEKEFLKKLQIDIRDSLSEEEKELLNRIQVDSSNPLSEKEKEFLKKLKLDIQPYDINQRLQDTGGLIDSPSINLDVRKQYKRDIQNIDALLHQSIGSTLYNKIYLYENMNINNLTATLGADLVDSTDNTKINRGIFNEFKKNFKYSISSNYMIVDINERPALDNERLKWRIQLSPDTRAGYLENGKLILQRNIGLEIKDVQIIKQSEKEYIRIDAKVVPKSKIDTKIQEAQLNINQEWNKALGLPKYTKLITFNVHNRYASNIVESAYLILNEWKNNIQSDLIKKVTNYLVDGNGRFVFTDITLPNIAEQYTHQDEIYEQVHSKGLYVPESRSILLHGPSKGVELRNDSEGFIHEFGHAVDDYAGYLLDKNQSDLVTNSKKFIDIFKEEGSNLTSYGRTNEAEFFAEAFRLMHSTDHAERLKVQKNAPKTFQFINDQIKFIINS
GDH-TPI counter – GDH-TPI coupling enzyme inhibitors, primary screen, artefact control for M. tuberculosis FBA inhibitor project, biochemical, absorbance, full deck. GDH-TPI coupled enzyme counterscreen, NADH absorbance. inhibition, % at 4.8 µM. actives 1.2% (n = 360,000); in the data active = inhibition above about 30%;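 note: 0% = DMSO wells and 100% = wells lacking the enzyme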
FadD28 binding – inhibitors of FadD28 bisubstrate probe binding, primary screen, biochemical, fluorescence polarization, single point. Mycobacterium tuberculosis FadD28 fatty-acid-AMP ligase. inhibition, % at 12.5 µM. actives 0.22% (n = 360,000); in the data active = inhibition above about 8.5%, passing the limit was not always enough; inconclusive = no clear call, values can overlap the other calls
BioA inh – M. tuberculosis BioA enzyme inhibitors, primary screen, biochemical, plate reader, single point, HTS; inhibition, % at 9.99 µM; purified M. tuberculosis BioA enzyme; AID 602481, 2012; actives 0.096% (n = 360,000); in the data active = inhibition above about 40%; inconclusive = no clear call, values can overlap the other calls
Mtb UGM inh – M. tuberculosis UGM enzyme inhibitors, primary screen, biochemical, fluorescence polarization, single point; AID 504406, 2011; purified UGM, fluorescence polarization probe displacement; UDP-galactopyranose mutase (Mycobacterium tuberculosis (strain ATCC 25618 / H37Rv)), …; inhibition, % at 10 µM; actives 0.06% (n = 320,000); in the data active = inhibition above about 10%, passing the limit was not always enough; inconclusive = no clear call, values can overlap the other calls
Mtb FBA inh – Mtb FBA enzyme inhibitors, primary screen, biochemical, fluorescence, strain H37Rv. Fructose-bisphosphate aldolase (Mycobacterium tuberculosis (strain ATCC 25618 / H37Rv)), …. actives 2.3% (n = 360,000). purified M. tuberculosis FBA, fluorescence read-out. inhibition, % at 1 µM; in the data active = inhibition above about 27%;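 note: 0% = vehicle and 100% = reference inhibitor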
Active calls of the source: *; ? = inconclusive; . = no result given. Cut-off read from the data, not from the text of the source, unless noted: active = inhibition above about 30%; inconclusive = no clear call, values can overlap the other calls; inactive = below that. Compounds as they come. About 4.7% of those tested had a hit in this group.

SMILES	PfHsp40 yeast	FadD28 binding	GDH-TPI counter	BoNT-F LC inh	BoNT A protease	Mtb FBA inh	Mtb UGM inh	BioA inh	Anthrax LF inh2
COc1cc2cc(C(c3nnnn3Cc3ccc(F)cc3)N3CCCCCC3)c(=O)[nH]c2cc1OC (stereo unspecified)	-1.4	-2.2	22	0	?	49*	-0.7	.	5
CCCCC1(C2CCCC2)NC(=O)NC1=O (stereo unspecified)	0.6	-4.7	7	-2	0.2	-3	.	-1.7	-2
Cc1[nH][nH]c(=O)c1C(c1ccc(-c2cccc(C(=O)O)c2)o1)c1c(C)[nH][nH]c1=O	-1.5	-0.8	1	-14	-1.2	0	2.0	.	-8
Cn1c(=O)c2[nH]c(-c3ccccc3)c(O)c2n(C)c1=O	-0.5	0.9	15	-11	-0.5	-3	.	.	0
CN(C)C(=O)c1c([N+](=O)[O-])c(C(C)(C)C)nn1C	1.1	-1.0	-4	16	2.4	-1	.	-1.0	5
CC12CCC(=O)N1C(C(=O)Nc1cccc(S(=O)(=O)N3CCCCC3)c1)CS2 (stereo unspecified)	-1.4	-2.6	-2	-18	-1.8	-1	1.4	1.0	8
c1cc(N2CCCC2)ccc1C(c1nnnn1C1CCCCC1)N1CCOCC1 (stereo unspecified)	-0.4	-1.2	2	?	?	1	-1.4	-1.4	?
COc1cc(-c2nc3cnccn3c2NC(C)(C)CC(C)(C)C)ccc1O	0.2	-0.2	6	12	-2.4	16	0.4	0.0	6
Cc1ccc(-c2nc(CS(=O)CC(=O)NCCN3CCCCCC3)c(C)o2)cc1 (stereo unspecified)	0.1	-4.0	-1	-7	-2.2	1	-0.1	7.0	-5
Cc1cccc(-c2n[nH]c(=S)n2/N=C/C=C/c2ccco2)c1	0.4	-1.9	25	5	0.5	-3	0.1	3.1	5
CCn1c(=O)c(C(=O)CN2CCN(S(=O)(=O)c3ccccc3)CC2)c(N)n(Cc2ccccc2)c1=O	-0.3	-1.8	-1	0	-1.0	1	3.7	.	0
COc1ccc(Cc2c(C(C)(C)C)nc3ccc(C)cn23)c(C)c1	.	0.3	.	-5	0.3	3	.	0.3	2
COc1cc(C(=O)Nc2nccs2)ccc1OCc1c(C)noc1C	-1.6	-0.1	6	2	0.1	5	1.0	-2.6	-2
CCOc1ccc(-n2c(SCC(=O)Nc3cc(C)on3)nc3c(c2=O)SCC3)cc1	1.0	-2.5	22	-3	-1.4	-4	-1.1	-0.1	-4
COc1ccccc1N=Cc1c(C)[nH]n(-c2ccc(C)cc2C)c1=O	58*	-3.3	11	-5	-0.4	-4	-0.1	.	2
O=C(NC(=S)N1CCN(c2nc(-c3ccccc3)cs2)CC1)c1cccnc1	1.1	-0.8	6	0	-0.1	0	3.5	3.2	0
Cc1ccc2[nH]c(O)c(N=Nc3ccccc3C)c2c1	0.2	-0.8	-3	3	0.3	1	-0.3	0.1	1
CCCc1c(C(=O)N/N=C/C(C)=C/c2ccco2)nnn1-c1nonc1N	0.4	-0.7	26	-11	-4.9	2	-1.0	2.0	-4
Cc1cccc(-n2nc3c(c2NC(=O)c2ccco2)CSC3)c1C	-0.2	-4.3	-6	2	0.0	2	2.4	-1.7	-3
CC(=O)c1ccccc1NC(=O)COC(=O)c1ccccc1NC(=O)c1ccccc1	7.3	-4.6	14	4	0.6	-1	1.6	.	-2
O=[N+]([O-])c1ccc(CSc2nnc(SCc3ccccc3)s2)cc1	0.1	-0.2	5	-5	-0.1	-2	2.1	-1.3	1
CCc1nnc(NC(=O)CCN(c2ccc(C)cc2)S(=O)(=O)c2ccccc2)s1	2.7	-0.8	3	-6	0.0	-1	1.2	.	3
CC(C)C1C2=C(CC(C)(C)CC2=O)ON1c1ccccc1 (stereo unspecified)	-0.9	1.2	11	-4	0.6	2	-1.4	1.1	6
COc1ccc(OC)c(NC(=O)CCNS(=O)(=O)c2ccc3c(c2)c(=O)n(C)c(=O)n3C)c1	1.5	-1.4	7	-10	-0.6	0	0.7	.	-9
CCCN(CCC)C1Sc2ccc(C(=O)OC)cc2NC1=O (stereo unspecified)	-1.2	-1.3	9	1	0.6	-2	2.4	-1.1	-1
C=CCCC1(C(C)C)C(=O)NC(=S)NC1=O	0.7	-1.4	3	6	-0.1	-1	.	.	0
CCc1ccc(NC(=O)COC(=O)CCC2CCCC2)cc1	2.7	-0.6	-5	-9	-1.6	3	-0.3	-0.8	-9
C[C@@H](C(=O)Nc1cccc(S(=O)(=O)N2CCOCC2)c1)N1C(=O)C2CC=CCC2C1=O (stereo partly specified)	-0.6	-2.3	-4	1	-0.7	2	1.1	-0.1	-8
CCOC(=O)c1sc(N)c(C#N)c1CSc1nc2ccc(C)cc2[nH]1	0.2	-2.1	21	-7	1.5	4	-2.5	.	3
Cc1cccc(OCC(=O)OC(C)C(=O)Nc2ccc(S(=O)(=O)N3CCCCC3)cc2)c1 (stereo unspecified)	0.1	-0.4	-1	.	.	3	.	.	.
Nn1c(C2CCC2)nc2cc(Cl)ccc2c1=O	0.9	-1.2	2	-5	-0.2	0	0.0	-0.8	6
COc1cc2ccccc2cc1C(=O)Nc1ccc(Cl)cn1	-1.4	0.5	19	.	.	5	1.1	-0.8	.
CCC(=O)Nc1ccc2c(c1)nc(CCNC(=O)c1ccco1)n2C	0.4	-4.3	-10	6	3.9	1	-2.3	-1.3	5
CCN(CC)S(=O)(=O)c1cccc(C(=O)N[C@H](C(=O)OCC(=O)Nc2ccccc2)C(C)C)c1	0.1	-0.8	6	1	0.5	2	0.2	-0.1	1
CC(NC(=O)CSc1nc2c(c(C(F)(F)F)n1)CCc1ccccc1-2)c1ccccc1 (stereo unspecified)	-0.5	-0.6	11	3	0.0	0	-1.8	0.9	-1
O=C(Nc1cccnc1)C1CCC(CNS(=O)(=O)c2cccc3nsnc23)CC1 (stereo unspecified)	0.4	-1.9	4	4	-0.7	-2	1.8	21	-2
CCOC(=O)C1(CC2CC2)CCN(Cc2ccc(OC)cc2F)CC1	-1.8	-2.0	1	-5	-0.9	-2	-2.8	.	0
COC(=O)c1sccc1NC(=O)Cc1ccc(OC)cc1	1.3	-2.8	9	-3	0.8	-1	0.5	.	-1
CC(=O)Nc1ccc(S(=O)(=O)Nc2cccc(-c3cn4c(n3)SCC4)c2)cc1	-0.6	-7.3	0	-3	-0.3	-3	-2.4	.	0
CCOc1ccc(-n2cc(C(=O)c3cc(Cl)ccc3O)cc(C#N)c2=O)cc1	1.6	-3.3	12	-3	0.8	-1	6.2	.	0
CN(C)C(CNC1CC(C)(C)NC(C)(C)C1)c1cccc(F)c1 (stereo unspecified)	-1.8	-2.8	-3	2	-0.6	-3	-0.9	0.6	-1
C[C@H](NC(=O)C1CC(=O)N(c2ccc(F)cc2)C1)C(=O)N1CCCCC1 (stereo partly specified)	-0.5	-0.7	0	3	-0.8	1	0.0	0.3	-1
COc1cc(OC)c(OC)cc1/C=N/NC(=O)C[n+]1ccccc1	0.7	-4.0	20	-2	0.1	2	-3.3	.	0
COc1ccc(COC(=O)c2ccc(Cl)c(S(=O)(=O)N3CC(C)OC(C)C3)c2)cc1 (stereo unspecified)	3.5	-0.8	-8	.	.	-1	0.9	-0.7	.
Cc1ccc(CCNC(=O)C2CCN(S(=O)(=O)c3cccc4nonc34)CC2)cc1	-0.6	-3.2	13	16	0.5	4	0.2	-2.8	2
COc1ccc(S(=O)(=O)N2CCOCC2)cc1NC(=O)CSc1nnnn1C1CC1	-0.5	-1.8	0	-14	-4.2	-4	1.1	0.0	0
C=CCN(CC=C)C(=S)Nc1ccc(OC)c(OC)c1	0.2	-1.2	-1	-6	0.5	3	3.0	-4.2	5
O=C(NCCc1nc(-c2ccccc2)cs1)c1ccc(Br)cc1	4.8	-1.1	3	1	0.1	1	1.3	-0.8	-4
CCOC(=O)c1ccc(OCCOc2ccccc2C)cc1	-1.3	-1.9	12	?	-0.1	-1	2.9	-1.3	-2
O=C(COC(=O)/C(=C/c1cccs1)c1cccs1)NC(c1ccccc1)c1ccccc1	-1.1	-3.5	7	-5	0.3	-8	2.3	-2.1	-3
O=C(Cc1nc2ccccc2[nH]1)c1ccc([N+](=O)[O-])cc1	1.8	-3.2	2	-5	-0.7	5	-1.1	0.3	-2
COCCN(C(=O)/C=C/c1ccccc1)c1c(N)n(Cc2ccccc2)c(=O)[nH]c1=O	-0.2	0.8	8	0	-0.3	1	-1.7	.	2
COC(=O)C1=C(CS(=O)(=O)c2ccc(Cl)cc2)NC(=O)NC1c1ccc(O)cc1 (stereo unspecified)	-0.9	-4.5	0	-2	-3.2	0	0.4	0.8	-1
Clc1ccc2nc(-c3ccc4c(c3)OCO4)cn2c1	0.2	-0.7	29	0	-0.1	45*	0.9	0.7	4
Cc1ccc(NC(=O)Cc2ccsc2)cc1Cl	1.0	-0.5	7	-13	-1.3	1	0.1	-1.7	-12
COc1ccc(-c2csc(NC(=O)c3c(OC)cccc3OC)n2)cc1	0.7	-2.5	-7	8	0.0	-1	1.4	1.7	-4

An excerpt of these results, field by field.
Cc1ccc2[nH]c(O)c(N=Nc3ccccc3C)c2c1
  PfHsp40 yeast = 0.2	FadD28 binding = -0.8	GDH-TPI counter = -3	BoNT-F LC inh = 3	BoNT A protease = 0.3	Mtb FBA inh = 1	Mtb UGM inh = -0.3	BioA inh = 0.1	Anthrax LF inh2 = 1

CCOC(=O)c1ccc(OCCOc2ccccc2C)cc1
  PfHsp40 yeast = -1.3	FadD28 binding = -1.9	GDH-TPI counter = 12	BoNT-F LC inh = ?	BoNT A protease = -0.1	Mtb FBA inh = -1	Mtb UGM inh = 2.9	BioA inh = -1.3	Anthrax LF inh2 = -2

Cc1cccc(-n2nc3c(c2NC(=O)c2ccco2)CSC3)c1C
  PfHsp40 yeast = -0.2	FadD28 binding = -4.3	GDH-TPI counter = -6	BoNT-F LC inh = 2	BoNT A protease = 0.0	Mtb FBA inh = 2	Mtb UGM inh = 2.4	BioA inh = -1.7	Anthrax LF inh2 = -3

c1cc(N2CCCC2)ccc1C(c1nnnn1C1CCCCC1)N1CCOCC1 (stereo unspecified)
  PfHsp40 yeast = -0.4	FadD28 binding = -1.2	GDH-TPI counter = 2	BoNT-F LC inh = ?	BoNT A protease = ?	Mtb FBA inh = 1	Mtb UGM inh = -1.4	BioA inh = -1.4	Anthrax LF inh2 = ?

The list goes on.
SMILES	PfHsp40 yeast	FadD28 binding	GDH-TPI counter	BoNT-F LC inh	BoNT A protease	Mtb FBA inh	Mtb UGM inh	BioA inh	Anthrax LF inh2
O=C(CN1C(=O)NC2(CCCCCCC2)C1=O)N1CCc2ccccc2C1	0.4	-1.0	7	-37	-1.2	3	-2.7	-0.2	0
CC(OC(=O)CCCN=C1NS(=O)(=O)c2ccccc21)C(=O)Nc1ccccc1[N+](=O)[O-] (stereo unspecified)	-0.1	-0.2	1	-8	1.5	-2	-0.7	0.4	-3
COc1ccc([C@@H]2CC(=O)[C@@H]3CN(S(=O)(=O)c4ccc(Cl)cc4)[C@H](c4ccc(C)cc4)C[C@@H]3N2S(=O)(=O)c2ccccc2)cc1	.	-2.0	.	-4	-0.3	1	.	0.7	4
O=C(c1ccccc1)N(Cc1nc2ccccc2c(=O)[nH]1)C1CCCC1	-1.8	-3.9	-13	3	0.3	-8	-0.7	.	5

Screens (PubChem BioAssay)
